OX1R antag-1: OX1R (human) antagonism | O43613 | OX1R-expressing cells, FRET antagonist read-out | inhibition, % at 6.6 µM | actives 1.8% (n = 330,000) | AID 485270; in the data active = inhibition mostly above about 38%, no sharp cut-off; inactive = mostly below about 40%;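 also: 0% = agonist challenge alone and 100% = reference antagonist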
Target sequence (O43613 whole entry, looked up): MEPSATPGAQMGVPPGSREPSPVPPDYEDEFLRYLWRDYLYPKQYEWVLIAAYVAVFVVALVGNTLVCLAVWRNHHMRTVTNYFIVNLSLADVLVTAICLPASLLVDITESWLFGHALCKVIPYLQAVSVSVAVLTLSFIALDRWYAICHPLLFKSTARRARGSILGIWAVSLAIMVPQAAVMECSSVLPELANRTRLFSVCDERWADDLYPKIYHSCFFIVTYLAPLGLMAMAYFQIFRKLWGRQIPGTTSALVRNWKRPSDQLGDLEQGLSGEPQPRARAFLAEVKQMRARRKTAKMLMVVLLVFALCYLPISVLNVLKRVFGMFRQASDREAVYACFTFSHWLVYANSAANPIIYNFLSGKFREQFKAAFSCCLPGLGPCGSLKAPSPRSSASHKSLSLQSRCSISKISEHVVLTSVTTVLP
OX1R antag-2: human HCRTR1 antagonism; O43613; CHO/OX1R cells, Fluo-8 calcium fluorescence, orexin A; inhibition, % at 5 µM; actives 0.43% (n = 330,000); AID 434989;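 active = inhibition above its plate's threshold, mean inhibition of all tested compounds on the plate plus 3 SD, cut at about 37% in these data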;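 also: 0% = orexin A challenge wells and 100% = SB-334867-A antagonist wells; not every result past the cut was called active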
* marks the source's active call; other numbers are inactive results.

OX1R antag-1,OX1R antag-2,structure
7,-29,Cc1noc(C)c1CSCC(=O)N(C)CC(=O)Nc1ccc(Cl)c(Cl)c1
20,-23,CC(C)[C@H](NC(=O)OC(C)(C)C)c1nnc(SCc2cccc(F)c2)o1
15,-22,OC(CN1CC=C(/C=C/c2ccc(Br)cc2)CC1)c1ccccc1 (configuration not stated)
16,-23,Cc1cc(NC(=O)CCC(=O)N(CC(C)C)C(C(=O)NC(C)(C)C)c2ccccc2Cl)no1 (configuration not stated)
35,-23,C/C=C(\C)C(=O)NCCN1C2=NC[C@@H](Cc3ccccc3)N2C[C@H]1Cc1ccc(O)cc1
18,-6,CN1C(=O)c2ccc(C(=O)Nc3ccc4c(c3)OCO4)cc2C1=O
13,-16,O=C(NCc1cccnc1)c1noc2c1CCCC2
12,-16,O=S(=O)(Cc1ccc(Cl)cc1)Nc1ccc(Cl)cn1
46,-11,O=[N+]([O-])c1cc2c(cc1[N+](=O)[O-])OCCOCCOCCOCCO2
42,-3,CCc1ccc(OC)c(S(=O)(=O)Nc2ccc(Cc3ccncc3)cc2)c1
21,-4,COc1ccc(CCNC(=O)CSc2cc(=O)[nH]c(N)n2)cc1OC
20,-65,COc1cc(C(=O)/C=C/c2cccnc2)ccc1O
12,-10,O=C(CNCCCO)Nc1cc(C(F)(F)F)cc(NC(=O)CNCCCO)c1Cl
11,-10,CCCCCn1c2c(c(=N)c3ccccc31)CCC2
11,-18,Cc1ccsc1CN1CCN(c2ccccn2)CC1

Complete entries as entered above.
Record of CCc1ccc(OC)c(S(=O)(=O)Nc2ccc(Cc3ccncc3)cc2)c1 : OX1R antag-1: 42; OX1R antag-2: -3
Record of Cc1noc(C)c1CSCC(=O)N(C)CC(=O)Nc1ccc(Cl)c(Cl)c1 : OX1R antag-1: 7; OX1R antag-2: -29

(continued)
OX1R antag-1,OX1R antag-2,structure
27,-40,CC(Oc1ccc(Cl)cc1Cl)c1nc(-c2ccccn2)no1 (configuration not stated)
3,-11,COc1cc(OC)c(OC)cc1/C=C1/C(=O)N=C(N)N1C
14,-10,CS(=O)(=O)Nc1ccc(Br)cc1C(=O)c1ccccc1
6,-23,N=C1N(/N=C/c2ccccc2)C(=Nc2ccccc2)C(=S)N1c1ccccc1
5,-22,CCCCC(=O)Nc1ccc(NC(=O)c2cccs2)cn1
21,-16,C=C(C)c1cccc(C(C)(C)NC(=O)Nc2nncs2)c1
5,-5,CCCCNC(=O)N1CCN(Cc2ccc(F)cc2)CC1
16,-22,O=C(Nc1ccc(F)cc1)c1cc2ccccc2o1
68,-7,CC(=NCCCn1ccnc1)c1c(C)[nH]n(-c2ccc([N+](=O)[O-])cc2)c1=O
24,-13,Clc1ccc2c(c1)C1OCCC1C(c1ccco1)N2 (configuration not stated)
13,-1,COc1ccc(S(=O)(=O)NC(C)C(=O)NCc2cccnc2)cc1Cl (configuration not stated)
7,-30,O=C(OCc1ccc([N+](=O)[O-])cc1)c1cc(S(=O)(=O)N2CCCCC2)ccc1N1CCOCC1
9,2,Cc1ccc(OCCOCCN2CCN(C)CC2)c(C(C)(C)C)c1
27,-29,Cc1nn(-c2ccccc2)c(C)c1/C=N/NC(=O)c1cc(C(C)(C)C)[nH]n1
3,-19,COc1ccc(-c2ccc(C#N)c(SCC(=O)NCCc3ccccc3)n2)cc1OC

Reprinted from the part before: 2 compounds, then new ones.
OX1R antag-1,OX1R antag-2,structure
27,-29,Cc1nn(-c2ccccc2)c(C)c1/C=N/NC(=O)c1cc(C(C)(C)C)[nH]n1
3,-19,COc1ccc(-c2ccc(C#N)c(SCC(=O)NCCc3ccccc3)n2)cc1OC
19,-8,FC(F)(F)c1nc2ccccc2[nH]1
46,-18,CCOc1ccccc1NC(=O)CCS(=O)(=O)c1cccc2nonc12
105*,-16,C/[N+]([O-])=C1\Cc2ccccc2C1=O
0,-12,CCc1ccc(C(=O)COC(=O)CNC(=O)Cc2ccccc2)cc1
27,-31,CC(C)C(C)NC(=O)CSc1nnc(-c2c[nH]c3ccccc23)o1 (configuration not stated)
19,-7,Cc1cccc2nc(C(F)(F)F)nc(=O)n12
8,-6,CCCCN1C(=O)N(C)C2C1N(C)C(=O)N2CCCC (configuration not stated)
16,-5,CCCN1CNc2c(c(=O)[nH]c(=S)n2-c2ccccc2Cl)C1
16,2,Oc1ccccc1NCC(O)Cn1ccc2ccccc21 (configuration not stated)
15,-29,CCOC(=O)C1=C(c2ccccc2)NC(SC)=C(C#N)C1c1cccnc1 (configuration not stated)
12,1,Cn1c(SCC(N)=O)nnc1C1CCN(C(=O)NC2CCCCC2)CC1
16,-28,Cc1ccc(C)c2[nH]c(=O)c(CN(Cc3ccco3)C(=O)Nc3ccccc3)cc12
-6,-2,Nc1nc(NC(=O)c2ccco2)nn1-c1ccccc1
6,6,COc1ccc(C)cc1NC(=O)C(C)N1CCOCC1 (configuration not stated)
23,-7,CC(=O)N1CCN(c2ccc([N+](=O)[O-])c(-n3nc(C)cc3C)c2)CC1

(listing goes on)
OX1R antag-1,OX1R antag-2,structure
13,-6,c1ccc(CCNc2c3c(nc4ncnn24)CCC3)cc1
9,5,O=C(COc1ccccc1O)NCCN1CCOCC1
16,10,O=C(CCCC(=O)OCC(Cl)=C(Cl)Cl)Nc1ccccc1F
7,-2,CCC(C)c1ccc2oc(-c3ccc(NC(=O)c4ncn[nH]4)cc3)nc2c1 (configuration not stated)
17,-15,C=CCn1c(COc2cccc(C)c2)nnc1SCC(=O)NC(=O)NCc1ccco1
16,-10,CCc1c(C)[nH]c(=S)c(C#N)c1C
4,-10,COc1ccccc1Nc1nc(N)nc(CSc2nccn2C)n1
13,-34,CC(C)n1c(O)c(N=NC(=O)C2COc3ccccc3O2)c2ccccc21 (configuration not stated)
29,-10,Cc1csc(NC(CO)c2nc3ccccc3n2CCOCCO)n1 (configuration not stated)
1,-17,Cc1ccc2c(c1)-n1c(nc3ccc(Cl)cc3c1=O)C(CC(C)C)NC2=O (configuration not stated)
43,-11,CSc1ccccc1C(=O)NC1CCCc2ccccc21 (configuration not stated)
11,-11,O=C(Nc1ccc(Cl)cc1)Nc1ccccc1Sc1ncc([N+](=O)[O-])s1
9,-18,CC(C)=N/N=C(\N)SCc1ccccc1
38,-2,O=C(Nc1ccc(Cl)cc1)N1CCN(c2ccccc2)CC1
15,-1,CCCOc1ccc(N2C(=O)CC(N3CCOCC3)C2=O)cc1 (configuration not stated)

Next records follow.
OX1R antag-1,OX1R antag-2,structure
6,-28,CCO[C@@H]1OC(C(=O)N2CCCCCCC2)=C[C@H](c2cn(C(C)=O)c3ccccc23)[C@H]1CCCO
20,-13,Cc1cc(C(=O)NC2CCCCC2)c(C)n1-c1ccc(F)cc1
3,-17,COC(=O)C1(C)NC(c2ccc(O)cc2)C2C(=O)N(c3ccc(C)cc3)C(=O)C21 (configuration not stated)
26,-27,CCc1ccc2c(c1)C1(NN=C(c3cccc4ccccc34)S1)C(=O)N2 (configuration not stated)
17,0,O=C(NCc1ccc(F)cc1)Nc1cccc([N+](=O)[O-])c1
10,-5,COc1ccccc1NC(=S)N1CCCC1
2,-12,COC(=O)C(CO)NC(=O)C1CCCN1C(=O)CNC(=O)OCc1ccccc1 (configuration not stated)
10,-22,CC(=O)N1c2ccc(Cl)cc2C2C=CCC2C1c1cccc2ccccc12 (configuration not stated)
8,-5,N#CN=C(N)c1ccccc1
16,3,Cc1ccc(C(C)C)cc1S(=O)(=O)NCc1cccnc1
12,-15,O=C(NN(c1ccccc1)c1ccccc1)c1ccccc1F
8,-17,NC(=O)CSC1=Nc2ccccc2C2=NC(CC(=O)NCc3cccs3)C(=O)N12 (configuration not stated)
13,-17,O=C(NC1(C(=O)NC2CCCCC2)CCCCC1)c1ccccn1
31,-21,Cc1cccc(N2CCN(S(=O)(=O)c3c(C)nc4scc(C)n4c3=O)CC2C)c1 (configuration not stated)
7,-20,COc1ccc(C(=O)Cn2cc([N+](=O)[O-])nc2C)cc1

(listing goes on)
OX1R antag-1,OX1R antag-2,structure
14,-14,CCN1C(=O)/C(=C/c2ccc(C)o2)N(C)C1=S
46,-22,O=C(Cn1c(=O)sc2ccccc21)OC(CCl)CCl
11,-16,c1ccc(-n2c(Sc3cnccn3)nnc2-c2cccs2)cc1
15,-36,CCc1nc2nc(C)cc(Nc3cccc(C(F)(F)F)c3)n2n1
14,-1,NC(=O)C1CCN(c2c([N+](=O)[O-])cc(C(F)(F)F)cc2[N+](=O)[O-])CC1
17,-11,CCOC(=O)c1ccc(NC(=O)CCc2nnc3ccc(N4CCN(C)CC4)nn23)cc1
7,-18,O=C(CSc1nnnn1-c1ccc(F)cc1F)Nc1ccccc1F
5,-44,CC(C)(C)C(=O)Nc1sc2c(c1C#N)CCN(Cc1ccccc1)C2
4,-3,Cc1ccc(S(=O)(=O)NCCN2CCN(S(=O)(=O)c3ccccc3Cl)CC2)cc1
1,-18,COc1ccc(-c2nn(C)c(=O)c3ccccc23)cc1CNS(C)(=O)=O
26,-30,CCCCn1c(N)c(N(Cc2ccccc2OC)C(=O)C(C)Oc2ccc(Cl)cc2)c(=O)[nH]c1=O (configuration not stated)
22,-25,COc1ccccc1NC(=O)Cn1nnc(-c2ccccc2NC(=O)c2cccs2)n1
8,-7,COc1ccc(-c2nc3c(=O)n(C)c(=O)[nH]c3n2CCc2ccccc2)cc1
9,-10,COC(c1ccccc1)c1nnc(CCC(=O)NC2C3CC4CC(C3)CC2C4)o1 (configuration not stated)
3,-8,CCOc1ccc(S(=O)(=O)Nc2ccn(C)n2)cc1

Copied from the list:
Result of `Cc1ccc(S(=O)(=O)NCCN2CCN(S(=O)(=O)c3ccccc3Cl)CC2)cc1` under OX1R antag-2: -3
Result of `CCOc1ccc(S(=O)(=O)Nc2ccn(C)n2)cc1` under OX1R antag-2: -8
Result of `c1ccc(-n2c(Sc3cnccn3)nnc2-c2cccs2)cc1` under OX1R antag-1: 11
Result of `COc1ccccc1NC(=O)Cn1nnc(-c2ccccc2NC(=O)c2cccs2)n1` under OX1R antag-2: -25
Result of `COc1ccc(-c2nn(C)c(=O)c3ccccc23)cc1CNS(C)(=O)=O` under OX1R antag-1: 1
Result of `O=C(CSc1nnnn1-c1ccc(F)cc1F)Nc1ccccc1F` under OX1R antag-1: 7
Result of `CCc1nc2nc(C)cc(Nc3cccc(C(F)(F)F)c3)n2n1` under OX1R antag-1: 15

The listing continues.
OX1R antag-1,OX1R antag-2,structure
9,-10,CCCCN(C(=O)CC1CCCC1)c1c(N)n(CC(C)C)c(=O)[nH]c1=O
19,-3,CCCCOC(=O)c1ccc(NC(=O)COC(=O)CN2C(=O)NC3(CCCC3)C2=O)cc1
14,-6,O=C(CCc1ccccc1)NCC1OCCc2ccccc21 (configuration not stated)
-11,-10,C/C(=N/NS(=O)(=O)c1ccc(Br)cc1)c1c[nH]c2ccccc12
3,-1,CC(C)CCNC(=O)CN(C(=O)CCC(=O)Nc1nccs1)C1CCCCC1
9,-32,CCOC(=O)C1=C(C)NC(SCC(N)=O)=C(C#N)C1c1cccs1 (configuration not stated)
13,-2,Cc1cc(NC(=O)C(C)C)ncc1NC(=O)CCc1ccccc1
15,-23,C/C(CC(=O)Nc1cccnc1)=N\NC(=O)C(=O)Nc1cccc(C)c1
7,1,COc1ccc(S(=O)(=O)Nc2cccc(-c3ccc4nncn4n3)c2)cc1
4,-47,CCNC(=S)N(Cc1cc2cc(C)c(C)cc2[nH]c1=O)C1CCCC1
6,-22,CC(C)c1cccc(C(C)C)c1OC(=O)[C@H]1OC(C(C)(C)C)=C[C@@H]1c1ccccc1
9,1,Cc1cccc(N2CC(C(=O)O)CC2=O)c1C (configuration not stated)
5,-11,COc1ccc2c(c1O)-c1ccccc1CCN(C)C2
3,-23,CCN(CC)S(=O)(=O)c1cc(C)c(C)cc1OCC(=O)NC1CCCC1
11,-19,COc1ccc(NS(=O)(=O)c2cccc(NC(=O)C34CCC(CC3)C4)c2)cc1

Continued.
OX1R antag-1,OX1R antag-2,structure
11,-6,O=C(CCNC(=O)c1ccccc1)Nc1ccc(Cl)c(S(=O)(=O)N2CCCCC2)c1
9,-7,Cc1nccn1CC(=O)N/N=C/c1cccs1
17,-6,COc1ccc(-c2oc(=O)c3cc(OC)c(OC)cc3c2/C=C/c2ccc(OC(C)=O)cc2)cc1
18,-16,CNC(=O)COc1coc(CN2CCN(C(=O)c3ccco3)CC2)cc1=O
7,-6,O=C(N/N=C1/CCc2ccccc21)C1CC1
16,-2,CSCCC(NC(=O)c1ccccc1)C(=O)O (configuration not stated)
39,-37,CCN(CC)S(=O)(=O)c1ccc(Cl)c(C(=O)NC(C)C(c2cccs2)N2CCCC2)c1 (configuration not stated)
26,-3,Cc1cc(C)n(-c2ccc(NC(=O)C3CCCCN3C(=O)c3sccc3C)cc2)n1 (configuration not stated)
1,-2,Cc1cc(=O)n2nc(N3CCCC(C(=O)NCc4ccccc4Br)C3)sc2n1 (configuration not stated)
7,-21,c1ccc(Oc2ccc(-c3ccnc4nc(N5CCN(c6ccccc6)CC5)nn34)cc2)cc1
13,-3,Cc1nnc(SCC(=O)Nc2cccc(C(F)(F)F)c2)n1Cc1ccco1
90*,56*,Cc1nc2c(ccc3nc(NC(=O)Cc4cccc5ccccc45)sc32)s1
15,-1,CCOC(=O)c1cnc2ncnn2c1N
-8,-23,CCCCNC(=O)CNC(=O)c1nn(-c2ccc(OC)cc2OC)c(=O)c2ccccc12
24,-9,COC(=O)CCc1cccc(CCC(=O)OC)c1

New compounds follow.
OX1R antag-1,OX1R antag-2,structure
14,-19,CCOC(=O)C1(CC2CC2)CCN(C(=O)c2cccnc2C)CC1
1,9,CC(C)N(C(=O)[C@H]1C[C@H](CC(=O)NCC23CC4CC(CC(C4)C2)C3)C(=O)N2CCc3c([nH]c4cc(CCC(=O)N(C)C)ccc34)[C@]12C)C(C)C
9,-32,Cn1c(SCC(=O)N2CCN(c3ccccc3)CC2)nnc1-c1c[nH]c2ccccc12
8,-12,COC(=O)c1ccccc1NC(=O)c1c(O)c2c([nH]c1=O)CCCC2
8,-16,O=C(CN1CCc2ccccc2C1)Nc1ccccc1C(=O)NC1CC1
8,-23,CC1(C)CC(=O)C=C(Nc2cccc(Cl)c2Cl)C1
9,-15,CSc1ccccc1C(=O)Nc1nccs1

Random draw from the library; overall some 2.1% were active at least once.
